# Screening results (PubChem BioAssay)
# TRPV1 ag = HTS Assay for Compounds that Act as Agonists of the Vanilloid Receptor 1; actives 0.19% (n = 320,000); AID 540275, 2011; Transient receptor potential cation channel subfamily V member 1 (Homo sapiens), Q8NER1; activation, % at 8.33 µM; TRPV1-expressing cells, Fluo-8 calcium influx, agonist mode; in the data active = activation above about 80%; inconclusive = between about 30% and that limit; note: 0% is about no effect
#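 Fluo-8 calcium influx in TRPV1-expressing cells, kinetic read (ex 480/em 520 nm). Compound added and read 3 min for agonist activity, followed by capsaicin at EC20 final and 2 min further read for enhancement.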
# KCNH2 3.1 block = qHTS for Inhibitors of KCHN2 3.1: Mutant qHTS | Potassium voltage-gated channel subfamily H member 2, brain isoform KCNH2 3.1 (human) | U2OS KCNH2 3.1, thallium flux FluxOr; stronger effect = lower value | activity change, % (tested at about 1.8 µM) | actives 0.95% (n = 340,000) | AID 720553, 2013;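 active = maximum activity change below -70%; inconclusive = maximum activity change from -70% to -50%; inactive = maximum activity change above -50%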;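 note: thallium influx rate constant from kinetic fluorescence after stimulation buffer; % is set by controls: 0 for no effect and ±100 for the full control effect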
#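 Channel expression came from 3.1 mutant virus (1.77 x 10^8 /mL) applied to suspended U2OS cells for 4 h. Flux was tracked with FluxOr dye plus Red40 quencher, and kinetic rate constants normalized to controls.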
# ELG1 repair inh = qHTS screen for small molecules that inhibit ELG1-dependent DNA repair in human embryonic kidney (HEK293T) cells expressing luciferase-tagged ELG1 | HEK293T ELG1-luciferase reporter, luminescence, 16 h; DNA damage induced by 5-fluorouridine | Potency, µM (series often up to 46.1 µM), for the others: top-dose activity change, negative = inhibition, hits mostly inhibitors | actives 2.3% (n = 330,000); note: potency is the fitted concentration of half-maximal effect; % is set by controls: 0 for no effect and ±100 for the full control effect; nearly all actives have a fitted effect of over 55% in size
#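 Quantitative HTS, concentration-response format. 2,000 cells/well co-treated with 5-fluorouridine and compound, 16 hr in 5% CO2 at 37 °C; ONE-Glo luminescence read after 30 min.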
# KCNH2 WT inh = qHTS for Inhibitors of KCHN2 3.1: Wildtype qHTS; Voltage-gated inwardly rectifying potassium channel KCNH2 (Homo sapiens), Q12809; U2OS, BacMam KCNH2, thallium flux FluxOr; stronger effect = lower value; AID 720551, 2013; actives 0.37% (n = 340,000); activity change, % at 1.84 µM;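 active = maximum activity change below -70%; inconclusive = maximum activity change between -70% and -50%; inactive = maximum activity change above -50%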; note: % is set by controls: 0 for no effect and ±100 for the full control effect
#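 U2OS cells transduced with wild-type KCNH2 virus are loaded with FluxOr dye for 45 min, and thallium flux is measured in kinetic reads before and after stimulation buffer. Rate constants are normalized to DMSO controls.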
# Mito fusion yeast = qHTS Assay for Small Molecule Inhibitors of Mitochondrial Division or Activators of Mitochondrial Fusion; S. cerevisiae fusion-defective mutant growth rescue, CellTiterGlo 48 h; Potency, µM (series often up to 46.1 µM), without a hit: at the highest dose growth rescue (activation), hits mostly activators; actives 0.23% (n = 320,000); AID 485298, 2010;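 note: potency is the fitted concentration of half-maximal effect; % of control where 0% means no effect; nearly all actives have a fitted effect of over 45% in size; temperature-sensitive fusion mutants such as fzo1-1 at 37 °C on non-fermentable ethanol glycerol medium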
#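 Luminescent cell viability in 1536-well qHTS format served as the measure of rescued growth in ts fusion-mutant S. cerevisiae cultured on non-fermentable YPEG for 48 hours at 37C.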
# USP2a inh = qHTS Assay for Inhibitors of Ubiquitin-specific Protease USP2a Using CHOP2 as the Reporter. Ubiquitin carboxyl-terminal hydrolase 2 (Homo sapiens), O75604. actives 0.01% (n = 330,000). USP2 core, Ub-CHOP2 coupled fluorogenic reporter, 485/531. Potency, µM (titrated, usually from 38.3 µM), without a hit: top-dose activity change, negative = inhibition, actives largely listed as inhibitors;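 note: potency is the fitted concentration of half-maximal effect; plate controls were DMSO wells for no effect and full inhibition by NEM control for full effect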
# Target sequence (O75604 whole entry, looked up): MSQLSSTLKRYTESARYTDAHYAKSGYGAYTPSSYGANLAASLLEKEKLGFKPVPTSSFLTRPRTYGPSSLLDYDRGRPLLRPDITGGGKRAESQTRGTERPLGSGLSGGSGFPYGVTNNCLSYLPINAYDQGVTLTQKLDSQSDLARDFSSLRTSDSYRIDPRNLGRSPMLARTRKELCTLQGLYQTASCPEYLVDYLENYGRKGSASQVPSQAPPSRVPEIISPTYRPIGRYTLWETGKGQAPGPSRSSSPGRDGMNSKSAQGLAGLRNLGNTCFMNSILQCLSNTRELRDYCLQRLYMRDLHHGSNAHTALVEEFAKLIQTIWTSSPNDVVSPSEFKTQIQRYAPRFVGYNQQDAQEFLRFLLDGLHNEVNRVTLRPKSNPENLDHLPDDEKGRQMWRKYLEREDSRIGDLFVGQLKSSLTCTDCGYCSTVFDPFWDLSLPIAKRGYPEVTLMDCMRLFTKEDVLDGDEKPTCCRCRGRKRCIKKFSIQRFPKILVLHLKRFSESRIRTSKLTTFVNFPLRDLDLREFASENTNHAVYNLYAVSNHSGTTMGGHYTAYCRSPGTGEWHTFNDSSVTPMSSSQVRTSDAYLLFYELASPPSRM
#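 Deubiquitinase activity read as fluorescence (485/531 nm) after Ub-CHOP2 cleavage activates the enterokinase reporter on its substrate; USP2 core 10nM, Ub-CHOP2 and substrate 25nM each, 30min compound preincubation then 60min RT; data normalized to NEM, curves fitted.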
# TCR act = Activators of T cell receptors: qHTS campaign; Potency, µM (top dose mostly 9.22 µM), for inactives: at the highest dose activation of IL-2 secretion, most hits filed as activators; 330,000 tested, under 10 active; primary human leukocytes, anti-CD3, IL-2 HTRF, 48 h; AID 504894, 2011; note: % of control where 0% means no effect
#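 48 hr co-incubation of compounds, a-CD3 beads and primary human leukocytes; IL-2 quantified homogeneously by HTRF with anti-IL-2 K and d2 conjugates.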
# Eya2 inh = qHTS Assay for Inhibitors of the Phosphatase Activity of Eya2; Protein phosphatase EYA2 (Homo sapiens), O00167; recombinant Eya2, OMFP fluorescence dephosphorylation (OMFP is methylfluorescein phosphate); Potency, µM (doses to about 76.9 µM), for inactives: at the top dose activity, negative = inhibition, actives largely listed as inhibitors; actives 0.006% (n = 330,000); AID 488837, 2010; note: potency is the fitted concentration of half-maximal effect; % is set by controls: 0 for no effect and ±100 for the full control effect
# Target sequence (O00167 whole entry, looked up): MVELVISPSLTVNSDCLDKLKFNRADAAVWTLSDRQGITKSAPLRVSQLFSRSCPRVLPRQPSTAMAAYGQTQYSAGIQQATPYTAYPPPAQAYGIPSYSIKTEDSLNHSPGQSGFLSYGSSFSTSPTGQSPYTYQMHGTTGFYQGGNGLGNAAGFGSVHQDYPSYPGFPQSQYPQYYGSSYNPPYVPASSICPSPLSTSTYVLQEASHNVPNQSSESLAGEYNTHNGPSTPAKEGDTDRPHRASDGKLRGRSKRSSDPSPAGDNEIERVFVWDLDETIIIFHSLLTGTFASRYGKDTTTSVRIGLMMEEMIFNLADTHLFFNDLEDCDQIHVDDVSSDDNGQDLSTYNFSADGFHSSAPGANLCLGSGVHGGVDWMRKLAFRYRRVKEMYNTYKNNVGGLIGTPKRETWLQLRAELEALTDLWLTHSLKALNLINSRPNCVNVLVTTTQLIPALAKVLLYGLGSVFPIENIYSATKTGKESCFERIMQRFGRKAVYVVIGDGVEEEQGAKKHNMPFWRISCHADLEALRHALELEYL
#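 Eya2 protein (added as 0.2 uM solution) was preincubated with compound for 10 min at ambient temperature in 50 mM HEPES pH 7.5, 50 mM NaCl, 5 uM MgCl2, 0.05% BSA, 1 mM DTT. OMFP (added at 50 uM) then reacted 10 min; fluorescence read at 485/525 nm.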
# TSHR antagonist = Antagonists of the Thyroid Stimulating Hormone Receptor: HTS campaign; TSHR-expressing cells, TSH-stimulated cAMP HTRF, 2 h; stronger effect = lower value; activity change, negative = inhibition, % at 11.5 µM; actives 0.2% (n = 330,000);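 active = activity change below a set negative limit, meaning inhibition stronger than a set level, cut at about -70% in these data; inconclusive = activity change between two set negative limits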; note: % is set by controls: 0 for no effect and ±100 for the full control effect
#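 Competitive HTRF cAMP read-out (cryptate anti-cAMP antibody, cAMP-d2; 30 min, room temperature) in freshly harvested TSHR cells. Compounds added before TSH at EC80 (4nM final), followed by 2 hours' incubation at 37 deg C.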
# A-T KAP1 phos = qHTS Assay for Identifying a Potential Treatment of Ataxia-Telangiectasia; AID 485349, 2010; actives 0.19% (n = 320,000); […] A-T fibroblasts, KAP-1 phosphorylation AlphaLISA; neocarzinostatin DNA damage 30 min before lysis; Potency, µM (highest dose often 57.5 µM), inactives show at the highest dose activation, actives largely listed as activators; note: potency is the fitted concentration of half-maximal effect; % of control where 0% means no effect; nearly all actives have a fitted effect of over 45% in size
#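 ATM-like activity read as KAP-1 phosphorylation via AlphaLISA donor/acceptor antibody pairs after lysis and 6 hr at 25C. Cells were ATM-null patient fibroblasts ([…], hTERT), dosed 60 min, then exposed to the DSB inducer NCS for 30 min.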
# * hit, by the source's call; ? = inconclusive; · = not tested or not shown; [ ] = remark or other dose. Unless noted, calls come from the whole dose curve; as a rule, active = well fitted curve in the direction sought with a large enough effect; inconclusive = small, poorly fitted or top-dose-only effect, or another doubt; inactive = no such curve, though single readings can be large; an effect the other way counts as inactive or inconclusive. An excerpt (hit frequency here may not be typical).
SMILES,TRPV1 ag,KCNH2 3.1 block,ELG1 repair inh,KCNH2 WT inh,Mito fusion yeast,USP2a inh,TCR act,Eya2 inh,TSHR antagonist,A-T KAP1 phos
CC(C)(C)N(CC#CCC1(O)c2ccccc2-c2ccccc21)CCO,5,-10,?,0,15%,-2%,-3%,-21%,-7,7%[11.5 µM]
Cc1cc2cc(CN(C(=O)C3CC3)C3CCCC3)c3nnnn3c2cc1C,27,0,-1%,3,1%,3%,·,9%[15.4 µM],-7,-2%
Cc1ccc(S(=O)(=O)N2CCC(C(=O)OC(C)C(=O)NCc3ccc4c(c3)OCO4)CC2)cc1 (stereo not drawn),3,-3,-7%,6,-2%,1%,-3%,-12%,-7,10%
O=C(CCS(=O)(=O)c1ccc(Br)s1)NC1CCCC1,2,9,2%,-1,0%,?,2%,-21%,5,-1%
Cc1cc(C)nc(SC(C)C(=O)O)n1 (stereo not drawn),1,4,16%,-6,12%,-2%,0%,2%,12,0%
O=c1[nH]c(CN(CCO)CCO)nc2c1C1(CCCCC1)Cc1ccccc1-2,15,-13,2%,-7,1%,3%,-12%,9%,-14,3%
Cc1cccc(C)c1NC(=O)CNC(=O)CNC(=O)c1ccc2c(c1)OCO2,-2,-1,-8%,2,-9%,2%,-4%,-15%,-6,1%
O=C/C(=C\Nc1ccc(C(=O)N2CCOCC2)cc1)c1nc2ccccc2o1,1,13,-5%,-1,-3%,1%,-16%,-8%,-3,0%
O=C(COC(=O)c1ccc([N+](=O)[O-])o1)Nc1ccc2c(c1)OCO2,·,-6,15%,4,·,5%,0%[46.1 µM],0%,-1,-16%
C/C(=C\C(=O)c1ccc(C)cc1)Nc1cccc(O)c1,10,-24,?,-10,-3%,-3%,0%,-15%,-8,0%
COc1cc2c(cc1OC)CN(C(=O)c1ccncc1)CC2,-2,-9,0%,-22,-4%,-4%,2%,-10%,3,-4%
COc1ccc2[nH]c(=O)c(CN(C(C)=O)c3ccc(C)cc3C)cc2c1,0,-2,-6%,7,1%,-1%,·,2%,-1,12%
Cc1ccccc1NS(=O)(=O)c1ccc2[nH]cc(C(=O)N(C)Cc3ccco3)c(=O)c2c1,2,2,-1%,-14,-1%,1%,-1%,9%,33,4%
CC(=O)Nc1ccc(Nc2nc3ccccc3n3cnnc23)cc1,-5,-1,16%,-9,-20%,2%,-5%,1%,-6,2%
COCCCNC(=S)NNC(=O)c1cc(-c2ccncc2)nc2ccccc12,-4,2,19%,6,2%,0%,-3%,-11%,6,4%
Clc1ccc(OCCCN2CCc3ccccc3C2)c(Br)c1,-1,-15,9%,44,-10%,-2%,·,12%,1,4%
Cc1ccc(N(CN2CCCC2=O)C(=O)c2ccccc2)cc1,2,-9,2%,-24,5%,0%,·,4%,-8,3%
COC(=O)c1ccc(COc2ncnc3c(Cl)cc(Cl)cc23)o1,16,13,-1%,-12,-4%,6%,-1%,-16%,-2,2%
COc1ccc(CNC(=O)C(=O)c2cn(CC(=O)N3CCCC3)c3ccccc23)cc1,-1,-9,?,2,-2%,0%,-7%,3%,4,-6%
O=C(CCN(NC(=O)c1ccccc1)C1=NS(=O)(=O)c2ccccc21)NC1CCCCC1,4,-10,20%,-7,2%,-1%,6%,2%,29,-4%
CC(=O)NC1(C(F)(F)F)C(=O)Nc2c1c(=O)n(C)c(=O)n2C (stereo not drawn),-1,0,7%,-23,1%,0%,1%,9%,4,-5%
Cc1ccc(C(C)C)c(OCc2nc(-c3nonc3N)no2)c1,·,3,?,1,5%,0%,11%,-4%,-37,21%
CC(=O)c1cccc(NC(=O)C(C)OC(=O)CN2C(=O)NC(C)(C)C2=O)c1 (stereo not drawn),1,-16,10%,-9,-9%,2%,0%,0%,51,5%
Cc1nnc(NN2CCOCC2)[nH]c1=O,-3,-31,11%,-9,-8%,0%,-1%,1%,0,-1%
Cc1cccc(C)c1-n1c(C)cc(/C=C2\C(=O)NN(c3ccccc3)C2=O)c1C,?,-2,?,-7,-10%,1%,26%,-7%,2,-2%
CCC1(C)NC(=O)N(CC(=O)c2cc(C)n(C3CC3)c2C)C1=O (stereo not drawn),4,4,?,-3,-4%,2%,3%,-24%,3,1%
Cc1ccc(/C=N/NC(=O)C2(C)CC2(Br)Br)cc1 (stereo not drawn),23,3,-15%,1,-5%,3%,10%,2%,-10,5%
CCN(C(=O)COC(=O)c1cc2c(s1)CCCC2)c1c(N)n(Cc2ccccc2)c(=O)[nH]c1=O,·,?,-16%,-4,·,2%,0%,2%,·,5%
NC(=O)NC(=O)COC(=O)CC12CC3CC(CC(C3)C1)C2,16,-5,20%,-5,17%,3%,-2%,-3%,-5,4%
O=C(O)CNS(=O)(=O)c1ccc2[nH]c(=O)c(=O)[nH]c2c1,-1,12,-13%,-12,12%,11%,7%,2%,-5,-2%

# 3 compounds already listed, ordered by the number in Eya2 inh, highest first:
SMILES | Eya2 inh
CCN(C(=O)COC(=O)c1cc2c(s1)CCCC2)c1c(N)n(Cc2ccccc2)c(=O)[nH]c1=O | 2%
Cc1nnc(NN2CCOCC2)[nH]c1=O | 1%
Cc1ccc(C(C)C)c(OCc2nc(-c3nonc3N)no2)c1 | -4%

# Other structures:
SMILES,TRPV1 ag,KCNH2 3.1 block,ELG1 repair inh,KCNH2 WT inh,Mito fusion yeast,USP2a inh,TCR act,Eya2 inh,TSHR antagonist,A-T KAP1 phos
CCc1ccc2nc(N(CCN(C)C)C(=O)/C=C/c3cccs3)sc2c1,1,-127*,5%,-43,-16%,4%,-10%,-10%,5,0%
COc1ccc(Cl)cc1NC(=O)C(C)N(C)Cc1cccc(Cl)c1Cl (stereo not drawn),22,-11,1%,-4,3%,0%,2%[46.1 µM],-2%,-11,6%
CCN(CC(=O)Nc1ccc(OC)cc1)C(=O)c1ccc(N2CCCC2=O)cc1,-1,-37,22%,9,-1%,-1%,·,-2%,-3,9%
COc1cc(C(=O)OC2CCOC2=O)cc(Cl)c1OC (stereo not drawn),-1,-14,3%,-1,2%,0%,1%,-12%,-8,-6%
O=C1[C@H]2[C@@H](c3ccc(F)cc3)N3C(=O)N(c4ccc(C(F)(F)F)cc4)C(=O)[C@@]3(Cc3ccccc3)[C@H]2C(=O)N1C1CCCCC1,2,-15,17%,30,8%,4%,-8%,-13%,-25,-2%
Cc1nc(Cl)c(Cl)n1CCOc1ccccc1,6,9,13%,8,0%,-1%,4%,-6%,-11,-8%
O=c1c2ccccc2nc(SCc2ccc([N+](=O)[O-])cc2)n1CCCO,24,-49,?,-5,24%,3%,4%[46.1 µM],-9%,-1,5%
O=C(NCc1ccccc1)c1cccnc1N1CCOCC1,-2,4,2%,-14,-2%,0%,2%[46.1 µM],0%,4,·
Cc1ccc(CSc2ccc(-c3ccco3)nn2)cc1,7,5,?,9,13%,2%,3%[46.1 µM],-4%,1,6%
COCCNC(=O)CSc1nc2cc3c(cc2c(=O)n1CCCC(=O)NCCc1ccc(OC)c(OC)c1)OCO3,7,0,-4%,2,4%,15%,-1%,0%,23,0%
O=C1c2ccccc2NC(c2ccccc2F)N1NS(=O)(=O)c1ccccc1 (stereo not drawn),4,-6,-1%,-11,-2%,0%,2%,4%,3,3%
CN(C(=O)CN1C(=O)S/C(=C\c2ccccc2Cl)C1=O)C1CCS(=O)(=O)C1 (stereo not drawn),1,17,?,-13,-1%,0%,2%,13%,-7,5%
CC1(C)Cc2ccccc2-c2nnnn21,0,13,-16%,-1,1%,1%,2%,-3%,51,0%
Cc1ccc(S(=O)(=O)N2CCN(S(=O)(=O)N3CCCCCC3)CC2)cc1,9,0,9%,-7,-1%,1%,-3%,-5%,13,-4%
O=C(NNC(=O)c1ccccc1C(=O)O)c1ccc(O)cc1,?,0,16%,1,-1%,5%,7%,-2%,-6,1%
O=C(COC(=O)C1CCCCC1)NCCc1ccccc1,14,·,11%,7,1%,3%,-7%[46.1 µM],-1%,23,1%
CCOc1ccc(-c2nc(-c3ccncc3)no2)cc1OCC,2,4,25%,-11,-7%,2%,1%,8%,10,1%
CC1CCN(c2ccc(/C=N/n3nnnc3N)cc2[N+](=O)[O-])CC1,·,-2,15%,7,0%,-1%,-7%,7%,-3,-9%
COc1cccc(/C=C/C(=O)OCCN2C(=O)c3ccccc3C2=O)c1,9,-16,1%,-4,9%,0%,2%,-1%,-3,8%
